HKDC1 inh – HKDC1 (human) hexokinase inhibition. Q2TB90. recombinant HKDC1, G6PDH/diaphorase resazurin coupled fluorescence. inhibition, % at 20 µM. actives 0.16% (n = 340,000);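 active means inhibition above about 35% when tested at 20 µM, limit read from the data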;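 further: plate controls were DMSO wells with enzyme for no effect and DMSO wells lacking enzyme for full effect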
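Test system: HK5 enzyme. Quantity: 5 µg/mL HK5 final. Reagent: glucose and ATP substrates. Schedule: 90 min reaction incubation at room temperature, dark. Technique: resazurin-to-resorufin fluorescence via G6PDH and diaphorase coupling, 525/613 nm. Control set: DMSO wells with and without enzyme mix.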
SENP8 block-1 – SENP8 (human) protease inhibition; inhibition, % at 20 µM; AID 602440; recombinant SENP8, Nedd8 substrate fluorescence; actives 0.64% (n = 360,000); Q96LD8; in the data active means inhibition mostly above about 40%, no sharp cut-off; inactive means mostly below about 27%
Target sequence (Q96LD8 whole entry, looked up): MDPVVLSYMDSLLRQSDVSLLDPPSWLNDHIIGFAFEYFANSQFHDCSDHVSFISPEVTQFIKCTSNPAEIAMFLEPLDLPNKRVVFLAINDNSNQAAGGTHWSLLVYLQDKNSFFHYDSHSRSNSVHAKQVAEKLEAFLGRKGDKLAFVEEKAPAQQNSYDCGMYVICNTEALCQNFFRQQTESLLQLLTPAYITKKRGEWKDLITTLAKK
Apaf1 inhib – inhibitors of human Apaf-1 apoptosome | actives 0.71% (n = 330,000) | O14727 | inhibition, % at 20 µM | reconstituted apoptosome caspase-3 activity, DEVD-Rh110 fluorescence; active means inhibition of at least 40% at 20 µM;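 further: plate controls were DMSO wells for no effect and DEVD-CHO caspase inhibitor wells for full effect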
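System – cell-free apoptosome with Apaf-1, procaspase-3 and caspase-9 · Buffer or medium – pH 7.5 Hepes buffer with CHAPS, BSA, DTT · Also added – cytochrome c with DEVD-Rh110 · Times – 30 min compound preincubation, 50 min activation, room temperature · Technique – Rh110 fluorescence intensity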
PfGluPho inh – PfG6PD (Plasmodium falciparum) enzyme inhibition; PfGluPho enzyme, NADPH resazurin-diaphorase fluorescence; inhibition, % at 20 µM; actives 0.78% (n = 350,000);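 active means inhibition reaching at least a set limit at 20 µM in the primary screen, cut at about 59% in these data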;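 further: 0% = DMSO wells with substrate and 100% = DMSO wells lacking glucose-6-phosphate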
SENP8 block-2 – blocks the human protease SENP8; Q96LD8; purified SENP8, Z-RLRGG-aminoluciferin cleavage, luminescence; inhibition, % at 10 µM; actives 1.2% (n = 330,000); AID 2540; in the data active means inhibition above about 50%
SENP7 inh – SENP7 protease inhibition; recombinant SENP7, Z-RLRGG-aminoluciferin luminescence, 40 min; actives 1.5% (n = 330,000); inhibition, % at 5 µM; Q9BQF6;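 active means inhibition above about 50% at the single test dose, limit read from the data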;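 further: plate controls were DMSO with enzyme for no effect and no enzyme buffer wells for full effect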
Target sequence (Q9BQF6 706-1050 limits assumed): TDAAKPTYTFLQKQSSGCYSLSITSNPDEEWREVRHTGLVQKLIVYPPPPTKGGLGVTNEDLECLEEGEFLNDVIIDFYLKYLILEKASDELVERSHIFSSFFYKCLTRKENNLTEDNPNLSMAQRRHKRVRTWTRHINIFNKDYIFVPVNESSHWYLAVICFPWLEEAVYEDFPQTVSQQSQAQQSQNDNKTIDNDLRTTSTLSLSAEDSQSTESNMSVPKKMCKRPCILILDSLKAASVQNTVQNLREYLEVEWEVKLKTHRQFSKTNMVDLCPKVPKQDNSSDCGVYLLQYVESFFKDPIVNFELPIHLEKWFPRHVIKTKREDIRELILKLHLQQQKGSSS
NLRP3 yeast inh – NALP3 inhibition in yeast | inhibition, % at 10 µM | AID 2825 | actives 0.39% (n = 330,000) | Yeast reconstituted NLRP3/ASC/caspase-1, beta-gal luminescence, 24 h;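 active means inhibition of 50% or more; inactive means inhibition below 50%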;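 further: plate controls were induced DMSO wells for no effect and uninduced yeast grown without galactose for full effect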
SENP6 block – inhibitors of human SENP6 protease; Q9GZR1; Recombinant SENP6 catalytic domain, aminoluciferin luminescence; inhibition, % at 10 µM; actives 1.8% (n = 330,000); AID 2599;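 active means inhibition above about 50% at the single tested dose, limit read from the data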;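 further: plate controls were DMSO wells with enzyme for no effect and DMSO wells lacking enzyme for full effect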
Target sequence (Q9GZR1 628-1112 limits assumed): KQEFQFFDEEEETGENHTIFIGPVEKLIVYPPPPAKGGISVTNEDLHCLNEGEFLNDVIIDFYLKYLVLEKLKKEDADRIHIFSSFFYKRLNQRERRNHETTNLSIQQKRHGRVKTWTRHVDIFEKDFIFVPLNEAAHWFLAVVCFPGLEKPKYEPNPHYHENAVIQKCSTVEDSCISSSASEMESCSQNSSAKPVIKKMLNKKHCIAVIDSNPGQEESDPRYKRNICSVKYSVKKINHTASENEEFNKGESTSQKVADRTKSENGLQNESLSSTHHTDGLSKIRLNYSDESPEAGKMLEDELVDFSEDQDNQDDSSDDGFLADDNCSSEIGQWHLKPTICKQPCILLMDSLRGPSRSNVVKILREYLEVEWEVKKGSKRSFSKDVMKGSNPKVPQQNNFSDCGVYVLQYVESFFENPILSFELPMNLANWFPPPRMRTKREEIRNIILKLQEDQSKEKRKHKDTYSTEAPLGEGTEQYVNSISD
SENP1 inh – SENP1 (human) catalytic domain inhibition; recombinant SENP1 catalytic domain, CyPet-SUMO1-YPet FRET cleavage; inhibition, % at 10 µM; actives 0.21% (n = 360,000);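 active means inhibition at least 30% at 10 µM, raw YFP signal under a set limit, fluorescence ratio 0.5 to 1.5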;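 further: 0% = enzyme with DMSO and 100% = no enzyme wells; some results filed as inactive read as strong as hits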
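Test system: recombinant human SENP1 catalytic domain, His6-tagged / Medium: pH 8 Tris buffer with EDTA, NaCl, BME, BSA, NP40, catalase / Also added: SUMO1 FRET substrate flanked by Cypet and Ypet, 25 nM / Times: 50 min reaction at room temperature / Signal: FRET, CFP and YFP emission / Control set: no-enzyme low control and enzyme-plus-DMSO high control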
Active calls of the source: *; i = inactive; . = no result given.

SMILES	HKDC1 inh	SENP8 block-1	Apaf1 inhib	PfGluPho inh	SENP8 block-2	SENP7 inh	NLRP3 yeast inh	SENP6 block	SENP1 inh
COc1ccc(CCNCC(O)COc2cccc(C(C)=O)c2)cc1OC (stereo not given)	-4	10	6	-6	-9	-10	8	-4	-3
O=C(Nc1ccc(NC(=O)c2ccccc2Cl)nc1)c1ccco1	1	0	-2	7	-8	-3	27	-6	-1
Cc1cc(Cl)ccc1OCC(=O)N1C(C)CCCC1C (stereo not given)	-16	8	9	-8	0	5	9	14	1
Cc1ccc(NC(=S)N(CCCN2CCCC(C)C2)Cc2ccco2)cc1C (stereo not given)	0	7	3	-7	-10	-4	16	-8	4
Cc1ccc(N2CC(NC(=O)C3CC3)CC2=O)cc1 (stereo not given)	-6	7	-1	4	3	-2	-6	-12	1
COCC(=O)Nc1ccc(C(=O)Nc2ccccc2Cl)cc1	.	.	-10	.	4	9	2	5	.
S=C(Cc1ccccc1)Nc1ccccc1	-8	6	.	10	.	.	.	.	0
CC(=O)Nc1ccc(S(=O)(=O)NCC(=O)N2CCN(S(=O)(=O)c3cccs3)CC2)cc1	-1	-3	-1	-2	0	11	3	-3	1
COc1ccc(OCC(=O)Nc2ccc(S(=O)(=O)N(C)c3ccccc3)cc2)cc1	1	7	18	15	1	-1	25	6	-1
Cc1c(Cc2ccccc2)c(=O)oc2c(C)c(OCC(=O)Nc3ccc(C#N)cc3)ccc12	-7	-396	-14	-11	4	10	2	1	-9
O=C(Nc1ccccc1)OCC(CN1CCCCC1)OC(=O)Nc1ccccc1 (stereo not given)	-5	11	0	2	10	1	8	-10	2
O=C(NCC1CCCN1S(=O)(=O)c1cccs1)c1ccc(F)c(F)c1 (stereo not given)	-5	9	1	0	0	-6	6	-7	-2
COc1ccc(/C=C/c2c([N+](=O)[O-])c(=O)n(C)c(=O)n2C)cc1O	4	24	-3	2	-4	-10	9	7	-4
Cc1cc(Br)ccc1NC(=O)CSc1nnc(CN2CCOCC2)n1C	-4	11	0	1	4	10	1	-8	0
CCc1cc2c(=O)c(-c3ccc4c(c3)OCCO4)coc2cc1OS(C)(=O)=O	8	6	12	18	0	0	-3	1	0
COc1ccc(Nc2ncnc3sccc23)c(OC)c1	2	-14	0	-18	12	-3	21	-14	-22
O=S(=O)(c1ccc(S(=O)(=O)n2cnc3ccccc32)cc1)N1CCCCCC1	-8	10	-3	-24	-5	-5	2	2	4
COc1ccc(-c2n[nH]c(=S)n2-c2ccccc2C)cc1	2	-32	3	29	-8	-8	23	-22	2
CN(CC1COc2ccccc2O1)C(=O)c1cc(COc2c(F)cccc2F)on1 (stereo not given)	0	6	19	12	7	-1	10	-4	1
COc1ccccc1C(=O)Nc1ccc(OCC(=O)N2CCCCC2)cc1	-7	10	5	0	3	10	22	8	0
COc1ccc(C(=O)/C=C/Nc2cccc(O)c2)cc1	0	-159	6	14	88*	85*	17	93*	-37
Cc1ccc(S(=O)(=O)Nc2ccc3[nH]c(=O)[nH]c3c2)c(C)c1	11	8	5	49	-4	-8	16	-14	-28
CCc1ccc(OCC(=O)NNC(=O)c2nn(CC)c(=O)c3ccccc23)cc1	-4	-9	-17	-15	3	1	16	27	1
CCc1cccc(C)c1N(C(=O)Cn1c(CO)nc2ccccc21)C(C)COC (stereo not given)	-10	8	-3	-11	3	6	10	-1	1
CCc1cccc(CC)c1-n1c(SCn2nnc3ccccc3c2=O)nnc1-c1cccnc1	-4	7	16	-16	-1	4	5	-2	0
COc1ccc2c(C)cc(=O)oc2c1C	-4	-306	4	-9	-8	-2	-3	-22	-1
Cc1cc(NN)nc(NS(=O)(=O)c2ccccc2Cl)n1	-13	12	-4	1	4	7	-4	7	1
O=C(OCC(=O)C12CC3CC(CC(C3)C1)C2)c1cccnc1Cl	-8	20	-1	4	-13	-5	14	-23	-1
O=C(CC1SCCNC1=O)Nc1cccc(C(F)(F)F)c1 (stereo not given)	-9	-5	-1	13	5	4	6	6	1
COc1cc(C#Cc2c(-c3ccccc3)n(C)c3ccccc23)cc(OC)c1	4	i	8	19	4	2	13	-5	5
CCCN(C(=O)Cc1c(C(=O)O)n(C)c2ccccc12)c1cccc(C)c1	-3	15	3	-24	-5	-11	9	-15	-2
O=C(OCC(=O)N1CCOCC1)c1ccccc1SCC(=O)N1CCCC1	-6	-5	-19	4	0	1	6	-9	-2
CCOC(=O)C1(CCCc2ccccc2)CCN(C(=O)c2cnn(CC)c2)CC1	-6	17	19	6	-12	-8	10	-2	3
O=C(Cc1ccc([N+](=O)[O-])cc1)NNC(=O)c1cccs1	2	2	2	9	3	4	9	-8	0
COCCN(C(=S)Nc1ccc(C)cc1)C(C)c1cccnc1 (stereo not given)	1	11	-24	-13	5	1	3	-16	0
COc1cc(Cl)c(C)cc1NC(=O)CSc1ccc(NC(C)=O)cc1	14	7	3	0	-13	-12	19	-17	3
Cc1ccc(/C=N/Nc2nc(C)cc(C)n2)cc1	-1	8	-23	-6	3	0	16	-9	2
S=c1[nH]nc(-c2cc(-c3ccccc3)n[nH]2)n1/N=C/C(Br)=C/c1ccccc1	17	25	14	28	-8	-2	32	-22	0
Cc1nc(C(=O)NNC(=O)c2ccccc2Cl)c(C(F)(F)F)o1	-1	11	-22	13	1	0	15	3	2
Cc1ccc(NC(=O)C2(NC(=O)c3cccc(N4C(=O)CSC4c4ccccc4)c3)CCCCC2)cc1 (stereo not given)	-4	16	26	-9	5	3	5	-5	0
Cc1nn(-c2ccccc2)c(C)c1C(=O)OCC(=O)NC(=O)NC1CCCC1	-8	28	13	-14	-13	-5	20	-2	0
CC(=O)c1c(C)[nH]c(C(=O)OCC(=O)Nc2cccnc2Cl)c1C	-10	3	-1	0	0	3	17	1	3
N#Cc1ccc(OCC(=O)NN2Cc3ccccc3C2=N)cc1	-11	13	0	-8	-1	3	1	-14	2
CCc1cc([N+](=O)[O-])cc(CC)c1N	-1	45*	1	0	-1	1	17	3	2
Cc1cccc(-n2c(C)cc(/C=N\NC(=O)c3ccco3)c2C)c1	-3	-124	-3	6	-5	3	8	8	-18
O=C(Nc1ccnn1C1CCN(Cc2ccc(Cl)cc2)CC1)C1CCCC1	-10	9	2	1	-2	0	-1	0	-2
COc1ccc(-c2cn(CCO)c(-c3ccc(Cl)nc3)n2)cc1	-5	-362	1	3	1	-2	11	3	1
Cc1ccc(-c2ccc([C@H]3[C@@H]4C=CCC[C@@]4(C)C(=O)N3Cc3ccccc3)c(F)c2)cc1	5	8	24	16	0	-4	2	-5	1
CC(C)n1c(Sc2nccn2C)nc2c1c(=O)n(C)c(=O)n2C	-7	8	-6	-1	3	-5	2	-16	1
Cc1onc(-c2ccccc2)c1C(=O)Nc1ncc([N+](=O)[O-])s1	-1	18	2	-21	10	-2	25	2	-43
(list continues)
SMILES	HKDC1 inh	SENP8 block-1	Apaf1 inhib	PfGluPho inh	SENP8 block-2	SENP7 inh	NLRP3 yeast inh	SENP6 block	SENP1 inh
Cc1ccc(Sc2cc(N3CCOCC3)nc(-c3ccccc3)n2)cc1	3	7	4	7	-8	-9	3	1	0
Cc1oc2c(c1C(=O)N1CCC(C)CC1)C(=O)c1ccccc1C2=O	12	.	42*	-8	26	28	16	55*	.
Cn1c(-c2ccc(F)cc2)cnc1SCC(=O)NCc1ccco1	-1	-2	7	5	-4	-2	-4	-9	1
Cc1ccc(NC(=O)COC(=O)CCc2ccc(S(=O)(=O)N3CCOCC3)cc2)cc1C	4	3	13	9	-11	5	5	8	5
O=C(NCc1n[nH]c(=S)n1-c1ccc(F)cc1)c1ccc(S(=O)(=O)N2CCOCC2)cc1	-12	12	22	18	7	9	13	11	0
CCOc1ccccc1N1CCN(Cc2ccc(Br)s2)CC1	-7	7	13	4	-3	3	-23	4	2
COc1ccc(C2SCC(=O)N2CC23CC4CC(CC(C4)C2)C3)cc1 (stereo not given)	5	12	21	0	-7	-23	4	-19	1
Cc1ccc(CSC2=Nc3ccccc3C3=NC(=O)CN23)cc1	0	-416	20	19	-10	-8	19	-23	-51
O=C(Cc1sc(-c2ccccc2)nc1-c1ccccc1)Nc1ccccc1	-8	8	-2	-17	7	2	-5	-8	0
O=C(Nc1cccc(Cl)c1)Nc1cc(S(=O)(=O)N2CCOCC2)ccc1N1CCCC1	-4	10	15	1	0	2	14	3	1
CC(C)NC(=O)N(C)C[C@H]1Oc2ccc(NC(=O)Cn3cnnn3)cc2C(=O)N([C@H](C)CO)C[C@@H]1C	-1	-2	-4	0	5	-20	-7	10	1
O=C(c1cc(-c2cccs2)on1)N1CCOCC1	-12	10	-8	5	-5	-3	31	-10	1
CC1CN(C2CCN(S(=O)(=O)c3ccc(F)cc3)CC2)CC(C)O1 (stereo not given)	1	10	-4	-19	-3	8	6	7	1
COc1ccc(C(=O)Nc2ccc(N3CCCCC3)cc2)cc1Br	-4	17	-3	10	-9	68*	12	8	1
COc1ccc(C)cc1S(=O)(=O)N1CCOCC1	-12	9	2	-10	2	1	12	-2	2
CC(O)c1nc(C(C)O)n(CC(=O)c2ccccc2)n1 (stereo not given)	-5	3	-6	-4	11	-6	10	-9	2
CCOc1cc(C=NN=C2c3ccccc3-c3ccccc32)ccc1O	-4	12	.	33	.	.	.	.	3
Cc1c(Cl)ccc2c1NC(=O)[C@]21N[C@@H](Cc2ccccc2)[C@H]2C(=O)N(c3ccc(F)cc3)C(=O)[C@H]21	-1	24	10	10	-3	3	-10	-4	3
Cc1ccc(S(=O)(=O)Nc2c(O)c3ccccc3oc2=O)cc1C	-6	0	6	-15	-6	-2	9	10	1
CCOC(=O)NC(=O)c1cn(N(C)c2ncc(C(F)(F)F)cc2Cl)c(=O)[nH]c1=O	-10	9	-1	-23	-1	-1	5	-10	2
COC(=O)c1ccc(CNC(=O)COC(=O)c2cc(Cl)ccc2O)cc1	-1	-167	-8	-6	7	1	-2	-2	1
OCCC1CN(Cc2cccn2-c2ccccn2)CCN1C1CCCC1 (stereo not given)	-3	10	-19	-4	0	10	-2	2	-1
O=C(Nc1ccc2oc(-c3ccncc3)nc2c1)c1ccc2c(c1)OCCO2	7	-444	18	26	-6	4	2	2	-11
Cc1ccc(C#CC[N+]2(C)CCCCC2)cc1	0	8	-21	1	5	5	-6	-10	5

Taken from above.
Cc1ccc(C#CC[N+]2(C)CCCCC2)cc1 | NLRP3 yeast inh: -6
OCCC1CN(Cc2cccn2-c2ccccn2)CCN1C1CCCC1 (stereo not given) | PfGluPho inh: -4
COC(=O)c1ccc(CNC(=O)COC(=O)c2cc(Cl)ccc2O)cc1 | PfGluPho inh: -6

Random draw from the library; 4.1% or so of the library scored in one or more.
